p47phox inh: blocks human p47phox regulatory protein of NADPH oxidases; inhibition, % at 24.7 µM; p47phox/p22phox peptide binding, fluorescence polarization, 2 h; P14598; hit rate 0.53% among 220,000;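 active = inhibition above about 30%, limit read from the data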;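 note: 0% = p47phox with labelled peptide and 100% = labelled peptide alone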
Target sequence (P14598 whole entry, looked up): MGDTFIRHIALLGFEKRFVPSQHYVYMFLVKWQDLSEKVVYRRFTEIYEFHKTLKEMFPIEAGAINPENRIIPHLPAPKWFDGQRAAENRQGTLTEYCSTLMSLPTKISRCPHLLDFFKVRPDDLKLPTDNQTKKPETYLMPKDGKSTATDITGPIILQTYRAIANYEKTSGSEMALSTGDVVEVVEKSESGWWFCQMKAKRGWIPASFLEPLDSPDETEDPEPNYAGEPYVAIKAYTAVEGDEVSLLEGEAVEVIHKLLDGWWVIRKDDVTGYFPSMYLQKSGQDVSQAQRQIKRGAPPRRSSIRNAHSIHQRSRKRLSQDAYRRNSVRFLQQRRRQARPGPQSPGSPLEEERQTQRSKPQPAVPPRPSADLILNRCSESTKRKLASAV
Runt-SMMHC FRET: Runt domain-CBFb-SMMHC interaction inhibition; Q01196+Q13951; Cerulean-Runt/Venus-CBFb-SMMHC FRET ratio 530/480, 1 h; inhibition, % at 20 µM; hit rate 0.74% among 220,000;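 active = mean inhibition across duplicate retests at 20 µM reaching about 50%, limit read from the data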;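 note: 0% = DMSO wells and 100% = wells with excess untagged CBFb-SMMHC; inhibitors lower the FRET ratio by blocking Runt binding to CBFb-SMMHC; some results filed as inactive read as strong as hits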
PPC-1+TRAIL kill: compounds killing PPC-1 cancer cells with TRAIL present (potentiator screen, no TRAIL-free arm); PPC-1 cells + TRAIL, ATPLite viability luminescence; cell killing (% activity), % at 4 µM; hit rate 0.41% among 220,000;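 active = cell killing above 50% in the first pass at 4 µM, then a duplicate retest at 5 µM averaging 50% or more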;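 note: plate controls were cells with TRAIL plus DMSO for no effect and medium-only wells lacking cells for full effect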
TRPML3 agonist: human mucolipin-3 channel agonism; activation, % at 3 µM; HEK293 TRPML3-YFP, Fluo-8 calcium fluorescence; 100% = the carbachol control signal; hit rate 0.29% among 220,000;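 active = activation above its plate's cutoff, the mean activation of the plate's test wells plus 3 SD, cut at about 12% in these data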;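 note: 0% = DMSO only wells and 100% = carbachol wells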
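system = HEK293 cells stably carrying human TRPML3-YFP | doses = one concentration, 3 µM nominal, 0.3% DMSO | timing = dye loading 1 h 37 °C then 30 min ambient, 125 s read | detection = Fluo-8 calcium dye fluorescence, ex 470-495, em 515-575 nm | benchmarks = high control carbachol 87 µM, low control DMSO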
zfTRPN1 agonist: agonists of zebrafish TRPN1 channel | HEK293 zebrafish TRPN1-YFP, Fluo-8 calcium fluorescence; 100% = response to 87 µM carbachol | activation, % at 3 µM | hit rate 0.18% among 220,000;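 active = activation above its plate's cutoff, the mean activation of test wells on that plate plus 3 SD, cut at about 19% in these data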;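 note: 0% = DMSO alone and 100% = 87 µM carbachol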
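Assay system: Zebrafish TRPN1-YFP in HEK293 cells | Incubation: Dye loading 1 h at 37 °C, then 30 min room temperature | Measured by: Kinetic Fluo-8 fluorescence, ex 470-495, em 515-575 nm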
TNF death inh: TNF-alpha cell death inhibition in Jurkat FADD-/- cells. activation (protection from cell death), % at 10 µM. hit rate 0.068% among 220,000. Jurkat FADD-/- TNF necroptosis rescue, ATP luminescence, 24 h; 0 = TNF only, 100 = no-TNF cells. AID 463075;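 active = activation, meaning protection from cell death, of at least 50% relative to plate controls; inactive = activation below 50%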;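 note: necroptosis triggered by 40 ng/mL TNF-alpha added together with compound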
CHOP inh: CHOP inhibition in unfolded protein response; CHO-K1 CHOP-promoter luciferase, tunicamycin-induced, 15-18 h; inhibition, % at 10 µM; hit rate 3.8% among 220,000; AID 2732;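 active = compounds that reduced the stress-induced luciferase reporter signal by more than about 70% of percent inhibition, limit read from the data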;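 note: 0% = tunicamycin plus vehicle and 100% = wells without tunicamycin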
MDM2 E3 inh: Mdm2 E3 ligase (human) inhibition. signal enhancement, % at 5 µM. AID 1230. hit rate 0.11% among 210,000. Q00987. cell-based MDM2 ubiquitination luciferase reporter, 2 h; 0 = plate control, 100 = twice control, blank-subtracted;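 active = signal enhancement of 30% or more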;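 note: luminescence tracks abundance of the self-degrading MDM2-luciferase fusion protein; higher signal means inhibition of MDM2 E3 ligase activity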
Target sequence (Q00987 whole entry, looked up, the tested form may be a part): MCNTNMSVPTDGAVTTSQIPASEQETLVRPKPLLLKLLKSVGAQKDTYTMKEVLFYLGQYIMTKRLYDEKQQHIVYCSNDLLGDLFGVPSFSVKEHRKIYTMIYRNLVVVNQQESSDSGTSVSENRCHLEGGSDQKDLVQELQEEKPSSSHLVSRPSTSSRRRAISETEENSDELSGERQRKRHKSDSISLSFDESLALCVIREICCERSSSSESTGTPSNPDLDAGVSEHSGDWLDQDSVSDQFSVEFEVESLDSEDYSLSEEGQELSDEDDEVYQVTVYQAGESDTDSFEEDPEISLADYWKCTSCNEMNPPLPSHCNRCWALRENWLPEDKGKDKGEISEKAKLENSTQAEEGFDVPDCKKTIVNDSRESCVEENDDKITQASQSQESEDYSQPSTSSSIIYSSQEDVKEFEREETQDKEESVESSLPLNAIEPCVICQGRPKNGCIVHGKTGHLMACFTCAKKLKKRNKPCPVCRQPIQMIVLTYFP
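Timing – 2 h compound exposure at 37 °C · Assay system – mammalian cells stably expressing self-ubiquitinating, self-degrading MDM2 E3–luciferase fusion · Amount – 2000 cells seeded into each well · Measure – % luminescence enhancement versus blank-corrected plate control mean · Measured by – SteadyLite luminescence, 15 min reagent step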
EBV gp42 inh: blocks Epstein-Barr virus glycoprotein 42 binding; Fluorescence polarization binding assay, mP read-out; inhibition, % (tested at 21.74 µM); hit rate 0.42% among 220,000; AID 1085; in the data active = inhibition above about 50%
Target sequence (Q1HVG2 whole entry, looked up): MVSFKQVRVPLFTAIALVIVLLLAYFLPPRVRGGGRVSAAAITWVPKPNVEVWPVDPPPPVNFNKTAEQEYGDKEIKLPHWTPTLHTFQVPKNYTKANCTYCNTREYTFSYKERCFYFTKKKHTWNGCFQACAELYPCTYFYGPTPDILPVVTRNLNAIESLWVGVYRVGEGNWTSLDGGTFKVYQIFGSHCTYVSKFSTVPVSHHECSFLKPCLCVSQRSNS
Starred values were filed as active, the others as inactive; x = no result given; [ ] = dose if it differs, or a comment.

SMILES	p47phox inh	Runt-SMMHC FRET	PPC-1+TRAIL kill	TRPML3 agonist	zfTRPN1 agonist	TNF death inh	CHOP inh	MDM2 E3 inh	EBV gp42 inh
C/C(=N\OCC(=O)Nn1c(=O)[nH]c2ccccc2c1=O)c1ccccc1	2	-7	-20	0.7	-0.4	0.5	5	-10	-22
O=C(NCCOc1ccccc1Cl)C(=O)NCCOc1ccccc1Cl	-8	-3	-15	0.2	0.8	-0.9	7	-5	-12
O=C(C[n+]1ccc2ccccc2c1)c1ccccc1	-7	3	-21	0.3	1.4	-0.3	-9	-8	-13
CCOC(=O)C1CCN(C(=O)c2cccc(C(=O)N3CCC(C(=O)OCC)CC3)c2)CC1	-7	-1	14	-0.5	1.4	-0.8	-16	-7	-13
CCOC(=O)C1CCCN(Cc2ccccc2Cl)C1 (configuration not stated)	-3	1	28	-0.2	1.3	9.5	29	-14	10
CCCCNC(=O)OCC(CC)NC(=O)OC(C)C (configuration not stated)	0	1	1	0.3	0.8	-0.7	-19	-1	-11
C=CCSc1nc(O)c(CC)c(=O)n1C(C)CC (configuration not stated)	-137	-2	16	0.6	-0.1	0.6	5	4	-17
Cc1cc(=O)n(CC=C(Cl)Cl)c2ccccc12	-4	0	27	-1.1	-1.2	-3.4	19	-14	-24
Cc1cc(Cl)c(S(=O)(=O)N2CCCC2)cc1OCC(N)=O	x	-3	-14	0.8	-0.6	-0.2	3	x	-10
Cc1ccc(SCc2nc(N)nc(Nc3ccccc3C)n2)cc1C	-21	-2	6	0.3	-0.2	3.4	31	-12	-13
C=CCNC(=S)/N=c1/ccccn1CC	0	-2	8	0.7	0.7	4.9	13	-5	-15
S=C(N/N=C/c1ccc(Cl)c(Cl)c1)Nc1ccccc1Cl	0	-4	21	-1.7	0.7	1.0	55	-7	-11
C/C(=N\NC(=O)c1c(Br)cnn1C)c1ccc(NC(=O)c2ccc(F)cc2)cc1	16	-5	-4	0.2	0.3	0.6	8	-11	-1
CC1=C(C#N)CCC(=O)N1Cc1c(F)cccc1Cl	-3	1	16	0.6	0.1	-0.2	5	8	-5
CC(=O)/C(N=Nc1ccc(SC(F)F)cc1)=C(\C)O	-7	-1	11	-0.1	-2.4	0.4	11	-6	-9
CC(=O)c1c(C)[nH]c(C2=NNC(=NC(C)(C)C)SC2)c1C	-11	20	2	0.1	1.4	0.6	-31	-4	-10
COc1ccc(CCN2C(=O)CC(C(N)=O)SC2=Nc2ccccc2)cc1OC (configuration not stated)	24	0	12	0.2	1.0	-0.7	-20	1	-18
O=C(Cn1nnc(-c2ccc(S(=O)(=O)N3CCCC3)cc2)n1)NCC1CCCO1 (configuration not stated)	1	2	-7	1.0	2.1	1.7	-9	-10	-18
Cc1cc(C)c(O)c(-c2cc(C(=O)Nc3ccc(S(=O)(=O)N4CCOCC4)cc3)[nH]n2)c1	-17	2	-6	0.6	-0.4	-6.4	85*	5	0
CC(C)N(Cc1nc(-c2ccc(Cl)cc2)no1)Cc1nccn1C	-18	-1	11	1.2	1.7	2.7	10	2	-4
CCOC(=O)c1[nH]c2ccccc2c1NC(=O)C(CC)CC	-4	-1	8	-0.3	-1.4	0.8	21	-11	12
Cc1ccc(N(CC(=O)NC2CC3CCC2C3)S(C)(=O)=O)cc1C (configuration not stated)	-1	-2	-2	0.6	-0.5	2.0	43	-16	-1
COC(=O)c1cccc(NC(=O)C23CC4CC(C2)CC(n2cncn2)(C4)C3)c1	11	0	18	-0.2	0.7	-0.8	-6	-11	-18
Cc1cccc(NC(=O)/C=C/c2ccc(Cl)cc2)n1	-17	0	-29	2.3	4.9	0.3	10	-30	-2
CN1CCN(c2ccc(Cl)cc2NC(=O)c2ccc(S(=O)(=O)N3CCCCCC3)cc2)CC1	-5	-4	-2	0.3	1.8	-2.2	-25	-16	-39

Pulled one by one from above, four records:
SMILES	p47phox inh	Runt-SMMHC FRET	PPC-1+TRAIL kill	TRPML3 agonist	zfTRPN1 agonist	TNF death inh	CHOP inh	MDM2 E3 inh	EBV gp42 inh
O=C(NCCOc1ccccc1Cl)C(=O)NCCOc1ccccc1Cl	-8	-3	-15	0.2	0.8	-0.9	7	-5	-12
C=CCNC(=S)/N=c1/ccccn1CC	0	-2	8	0.7	0.7	4.9	13	-5	-15
CC(C)N(Cc1nc(-c2ccc(Cl)cc2)no1)Cc1nccn1C	-18	-1	11	1.2	1.7	2.7	10	2	-4
S=C(N/N=C/c1ccc(Cl)c(Cl)c1)Nc1ccccc1Cl	0	-4	21	-1.7	0.7	1.0	55	-7	-11

(more compounds)
SMILES	p47phox inh	Runt-SMMHC FRET	PPC-1+TRAIL kill	TRPML3 agonist	zfTRPN1 agonist	TNF death inh	CHOP inh	MDM2 E3 inh	EBV gp42 inh
CC1S/C(=N/N=C2CCC(C(C)(C)C)CC2)NC1=O (configuration not stated)	-12	0	24	0.3	-0.2	1.3	-7	-7	-10
CC(C)C(=O)Nc1cccc(NC(=O)CCN2C(=O)c3ccccc3S2(=O)=O)c1	-5	-1	16	0.1	1.1	-0.3	8	-14	-6
Cc1cc(C(=O)OC(C(=O)Nc2cccc(C(F)(F)F)c2)c2ccccc2)c(C)o1 (configuration not stated)	-31	6	0	1.4	3.9	3.2	83*	-8	-1
CCCCNC(=O)N1CCN(C(=O)c2ccco2)CC1	4	-3	8	1.9	1.7	-0.5	-1	-3	-19
Cc1c(NS(=O)(=O)c2ccc3[nH]c(=O)[nH]c3c2)c(=O)n(-c2ccccc2)n1C	-6	-2	-1	1.0	0.4	-0.9	12	8	-9
O=C(Nc1ncnc2c1ncn2C1OC(COC(=O)c2ccccc2)C(F)C1O)c1ccccc1 (configuration not stated)	-9	0	26	1.0	-0.4	0.0	4	-7	-8
CC(C)C(=O)c1cn(CC(=O)NCc2ccco2)c2ccccc12	-15	0	8	-0.1	0.8	-0.8	2	6	-23
Cn1ncc([N+](=O)[O-])c1C(=O)N/N=C/c1ccc(F)cc1	-5	-1	15	1.0	1.9	1.3	-2	-10	-6
CC(Sc1ccc2ccccc2c1)C(=O)NC(N)=O (configuration not stated)	-5	1	-2	0.0	-0.4	-1.0	4	-7	4
CCOC(=O)c1[nH]c2ccc(OC)cc2c1NC(=S)N1CCN(c2cccc(Cl)c2)CC1	-17	1	6	0.9	0.4	3.4	-46	19	-3
Cc1cc(C)nc(N/N=C/C2=C(O)CC(c3ccccc3)CC2=O)n1 (configuration not stated)	-10	1	23	-0.2	-1.3	-11	68	-14	-14
CN(C)S(=O)(=O)c1cccc(NC(=O)COC(=O)c2cccc(S(=O)(=O)N3CCc4ccccc4C3)c2)c1	-30	4	20	-0.1	0.2	1.4	-12	-1	-10
C=CCn1c(SCCC#N)nnc1-c1ccncc1	-8	16	36	-0.3	0.4	0.7	6	-19	-10
CCOC(=O)c1cnc(-c2ccccc2)nc1Oc1ccccc1	6	1	-1	-0.7	-1.0	-4.0	44	-13	-7
Cc1ccc(-c2cc(C(=O)N/N=C/C=C/c3ccco3)c3ccccc3n2)cc1C	-27	-3	56*[5 µM]	0.6	1.1	-13	20	-15	-11
Cc1cc(=O)[nH]c(CN2CCOCC2)n1	-13	-3	30	1.1	-0.5	0.5	13	8	-4
C=CCNC(=O)c1ccccc1NC(=O)COc1ccc(OC)cc1	-5	-2	13	0.1	-0.4	3.7	0	-5	7
Cn1c(SCC(=O)Nc2ccccc2)nc2c([nH]c3ccccc32)c1=O	-13	0	-2	0.8	0.3	-1.5	11	-12	-5
Cc1ccc2c(CSc3nnc(C4CC4)n3N)cc(=O)oc2c1C	-8	-44	11	-0.2	0.6	-4.0	-4	-7	-16
Cc1ncc([N+](=O)[O-])n1CC(=O)NCc1ccccc1	-21	1	17	1.1	1.6	-1.4	-5	-1	-14
Cc1ccc(C)c(NC(=O)C(OC(=O)c2ccc(C)s2)c2ccccc2)c1 (configuration not stated)	-4	0	10	0.4	-0.1	2.6	16	-13	2
CCOC(=O)C1C(=O)CC(C)(O)C(C(=O)OCC)C1c1ccc(C)s1 (configuration not stated)	0	2	24	0.1	-0.3	-0.6	7	-16	-7
CN(C)S(=O)(=O)c1ccc(NC(=O)C2CC3C=CC2C3)cc1 (configuration not stated)	-7	-4	12	0.2	3.7	-0.2	10	-16	10
Cc1nc2c(C#N)c[nH]n2c(=O)c1Cc1ccccc1	-26	0	17	0.4	0.9	-1.4	19	-12	-16
Cc1ccccc1-c1nsc(SCC(=O)NCc2ccc3c(c2)OCO3)n1	-17	-6	-2	-0.1	0.7	1.0	0	2	-19
Later entries.
SMILES	p47phox inh	Runt-SMMHC FRET	PPC-1+TRAIL kill	TRPML3 agonist	zfTRPN1 agonist	TNF death inh	CHOP inh	MDM2 E3 inh	EBV gp42 inh
CN(C)/C=C1\C=C2C(=O)c3ccccc3N2C1=O	-72	80	-11	357*	729*	-16	-11	-10	-64
C=CCSc1nc(NC)c2sccc2n1	-13	1	17	0.5	-0.4	-8.3	12	-11	2
CC(NC(=O)c1ccco1)C(=O)OC(C)C(=O)NCc1ccccc1 (configuration not stated)	-5	3	-8	0.3	2.2	1.2	-5	-87	1
CCn1c(SCC(=O)N2c3ccccc3CCc3ccccc32)nnc1-c1ccc(OC)cc1	4	0	11	0.3	1.0	0.6	14	-13	-4
COc1ccc2c(c1)C1NC(=S)NC(C)(O2)C1C(=O)Nc1ccccc1C (configuration not stated)	-15	-1	-2	0.2	0.8	-4.5	1	-14	-16
Cc1cc(C)cc(N(CC(=O)NC(C)(C)C)C(=O)CNC(=O)c2cccs2)c1	0	-4	10	-0.1	-2.1	1.6	-9	2	-6

Single records (already shown).
Profile of `Cn1c(SCC(=O)Nc2ccccc2)nc2c([nH]c3ccccc32)c1=O` = p47phox inh = -13; Runt-SMMHC FRET = 0; PPC-1+TRAIL kill = -2; TRPML3 agonist = 0.8; zfTRPN1 agonist = 0.3; TNF death inh = -1.5; CHOP inh = 11; MDM2 E3 inh = -12; EBV gp42 inh = -5
Profile of `C=CCNC(=O)c1ccccc1NC(=O)COc1ccc(OC)cc1` = p47phox inh = -5; Runt-SMMHC FRET = -2; PPC-1+TRAIL kill = 13; TRPML3 agonist = 0.1; zfTRPN1 agonist = -0.4; TNF death inh = 3.7; CHOP inh = 0; MDM2 E3 inh = -5; EBV gp42 inh = 7

Arranged by the number under CHOP inh (rising): some entries from above.
structure,p47phox inh,Runt-SMMHC FRET,TRPML3 agonist,CHOP inh,EBV gp42 inh
CN(C)/C=C1\C=C2C(=O)c3ccccc3N2C1=O,-72,80,357*,-11,-64
Cc1cc(C)cc(N(CC(=O)NC(C)(C)C)C(=O)CNC(=O)c2cccs2)c1,0,-4,-0.1,-9,-6
COc1ccc2c(c1)C1NC(=S)NC(C)(O2)C1C(=O)Nc1ccccc1C (configuration not stated),-15,-1,0.2,1,-16
C=CCSc1nc(NC)c2sccc2n1,-13,1,0.5,12,2
CCn1c(SCC(=O)N2c3ccccc3CCc3ccccc32)nnc1-c1ccc(OC)cc1,4,0,0.3,14,-4

Assay outcomes deposited in PubChem by several laboratories.
